# Bioassay records as filed in PubChem BioAssay.
# Pf Dd2 inh – blocks growth of Plasmodium falciparum Dd2 parasites. P. falciparum Dd2 growth, SYBR Green, 72 h; active compounds read low. activity change, % at 10 µM. 2.3% of 94,000 active. AID 1159554; in the data active = activity change below about -80%; inconclusive = no clear call, values can overlap the other calls
# GASC1 inh – blocks human GASC-1 (KDM4C) demethylase activity; GST-KDM4C 2-372, H3K9me3 peptide, LANCE TR-FRET; inhibition, % at 12.5 µM; 0.15% of 96,000 active;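 active = mean replicate inhibition above about 25%, with at least 55% of replicates also reaching it, limit read from the data, passing the limit was not always enough; inconclusive = only one of those two conditions met; inactive = neither condition met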
# Target sequence (Q9H3R0 2-372 limits assumed): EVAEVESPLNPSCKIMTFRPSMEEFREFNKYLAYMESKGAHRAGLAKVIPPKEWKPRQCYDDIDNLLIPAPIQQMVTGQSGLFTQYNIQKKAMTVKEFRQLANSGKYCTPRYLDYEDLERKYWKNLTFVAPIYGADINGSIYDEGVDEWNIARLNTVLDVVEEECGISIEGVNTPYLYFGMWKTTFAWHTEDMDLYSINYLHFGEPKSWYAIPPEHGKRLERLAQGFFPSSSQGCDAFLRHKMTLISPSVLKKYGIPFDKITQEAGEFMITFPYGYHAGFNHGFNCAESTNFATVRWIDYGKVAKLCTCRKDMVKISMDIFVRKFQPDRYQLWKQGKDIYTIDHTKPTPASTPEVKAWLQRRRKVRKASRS
#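 reagent = H3K9me3 peptide substrate, Fe(II), 2-oxoglutarate | system = GST-tagged GASC-1 (JMJD2C) catalytic fragment, aa 2-372 | amount = enzyme final amount 10 nM | read-out = Fall in 671/618 emission ratio as inhibition | medium = HEPES buffer, pH 7.5, plus ascorbate | schedule = 30 min reaction, 60 min detection, RT | measured by = LANCE TR-FRET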
# C diff HTS – inhibitors of Clostridium difficile growth; 0.25% of 86,000 active; Clostridium difficile clinical isolate growth, OD600, 24 h; active compounds read low; growth activity, negative = inhibition, % at 16 µg/mL (by protocol);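 active = mean growth activity at or below -80% and every replicate also at or below -80%; inconclusive = mean at or below -80% but some replicate above -80%; inactive = mean growth activity above -80%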;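 also: 0% = DMSO wells and -100% = levofloxacin 16 µg/mL wells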
# Tcruzi prolif – inhibitors of T. cruzi proliferation; T. cruzi beta-gal in NIH3T3, GalScreen luminescence, 90 h; inhibition, % at 8.34 µM; 5.9% of 77,000 active;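 active = mean inhibition above about 93%, with at least 55% of replicates each passing it, limit read from the data, passing the limit was not always enough; inconclusive = only one of those two conditions holds; inactive = neither condition holds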
# * = called active by the depositor; u = inconclusive; x = not tested or not shown; & = joins results of further samples. Rows were taken by chance. About 6.8% of those tested had a hit in this group.
# The line under a structure holds: Tcruzi prolif	C diff HTS	GASC1 inh	Pf Dd2 inh
Cn1cnc(S(=O)(=O)N[C@H]2C=C[C@H](CC(=O)NCC3CC3)O[C@@H]2CO)c1
  -17	x	-0.7	-20
C[C@H](CO)N1C[C@H](C)[C@@H](CN(C)CC2CCOCC2)Oc2ncc(-c3cccc(F)c3)cc2C1=O
  x	-4	21	19
C/C=C/c1ccc([C@@H]2[C@H](CO)N(C(=O)CC)[C@H]2CNC(=O)CC)cc1
  93	3	1.2	-16
CCS(=O)(=O)N[C@H]1C=C[C@@H](CC(=O)NCc2ccc(Cl)cc2)O[C@H]1CO
  17	-9	0.3	5
CO[C@@H]1CN(C)C(=O)c2cc(NC(=O)Nc3c(C)noc3C)ccc2OC[C@@H](C)N(C)C[C@@H]1C
  53	2	-1.3	-9
CCS(=O)(=O)N1CC2(CN(Cc3ccccc3F)[C@@H](CO)c3[nH]c4cc(OC)ccc4c32)C1
  x	-1	0.4	-87*
CO[C@H]1CN(C)C(=O)c2ccc(NC(=O)Nc3cc(F)ccc3F)cc2OC[C@H](C)N(C(=O)c2ccccn2)C[C@@H]1C
  x	-3	-1.0	1
N#C[C@H]1[C@@H](c2ccccc2/C=C/c2ccccc2)[C@@H](CO)N1S(=O)(=O)c1cccc(F)c1
  x	2	1.8	1
O=C(c1ccccn1)N1C[C@H]2[C@@H](c3ccccc31)[C@H](CO)N2C(=O)Nc1ccccc1Cl
  66	-6	-0.7	-1
O=C(c1ccccn1)N1CC2(C1)[C@@H](c1ccccc1)[C@@H](CO)N2C(=O)C1CC1
  x	-4	0.6	-7
O=C(C[C@H]1C[C@@H]2c3cc(NC(=O)Nc4ccc(C(F)(F)F)cc4)ccc3O[C@@H]2[C@H](CO)O1)NCc1ccc(Cl)cc1
  u	x	0.0	2
O=C(Cc1ccccn1)NCC[C@@H]1CC[C@@H](NC(=O)Nc2ccc(Cl)cc2)[C@@H](CO)O1
  -21	2	0.7	-41
C[C@@H]1CN([C@@H](C)CO)C(=O)c2cc(/C=C/c3ccccc3)cnc2O[C@@H]1CN(C)S(=O)(=O)c1cccs1
  x	-9	-0.1	-45
O=C(N[C@H]1C=C[C@H](CC(=O)N2CCCCC2)O[C@H]1CO)c1cccc(F)c1
  -43	-4	-3.2	-4
C[C@H]1CN([C@@H](C)CO)C(=O)c2cc(C#Cc3cccnc3)cnc2O[C@@H]1CN(C)S(=O)(=O)c1ccccc1F
  -2	-2	-3.2	-60
COc1ccc(NC(=O)Nc2cccc3c2O[C@H](CN(C)C(=O)Nc2ccc(C(F)(F)F)cc2)[C@H](C)CN([C@@H](C)CO)C3=O)cc1
  -19	-3	-1.9	-58
CCCNC(=O)[C@H]1N[C@H]2c3ccc(C4=CCCC4)c(=O)n3C[C@H]2[C@@H]1CO
  32	1	6.9	-6
COCc1cn(CC[C@H]2CC[C@@H](NC(=O)Nc3ccc(OC)cc3)[C@H](CO)O2)nn1
  15	-3	0.4	8
COc1cccc(S(=O)(=O)N2C[C@@H](O)COC[C@H]3O[C@H](CC(=O)N4CCCCC4)CC[C@@H]32)c1
  25	-19	3.8	8
CCC(=O)Nc1ccc2c(c1)OC[C@@H](C)N(Cc1ccccn1)C[C@H](C)[C@@H](OC)CN(C)C2=O
  -25	x	0.2	11
O=C(NCC1CC1)[C@@H]1[C@@H](CO)[C@@H]2Cn3c(ccc(-c4ccncc4)c3=O)[C@H]1N2Cc1nccs1
  33	4	-0.4	x
Cc1ccccc1-c1ccc([C@H]2[C@H](CO)N3CCCCN(C(=O)c4cccnc4)C[C@@H]23)cc1
  93	-8	-1.6	-19
O=C(NCC1CCCCC1)[C@H]1[C@H](CO)[C@H]2Cn3c(cccc3=O)[C@@H]1N2C(=O)c1ccncc1
  70	-3	-1.9	11
O=C(NC1CCCCC1)N1CC2(C1)[C@@H](c1ccccc1)[C@@H](CO)N2CC1CC1
  x	-1	-1.9	18
C[C@H](CO)N1C[C@H](C)[C@@H](CN(C)Cc2ccc(C(F)(F)F)cc2)OCCCC[C@H](C)Oc2ccc(NS(=O)(=O)c3cccs3)cc2C1=O
  u	6	20	-30
CN(C)C(=O)c1cccc(-c2ccc(C3[C@@H]4CN(C(=O)Cc5ccccc5)C[C@H]3N4)cc2)c1 (stereo partly drawn)
  x	2	0.3	-15
COc1ccccc1C(=O)Nc1ccc2c(c1)C(=O)N(C)C[C@H](OC)[C@H](C)CN(CC1CC1)[C@@H](C)CO2
  -63	1	-0.2	-29
COc1ccc(NC(=O)N(C)C[C@@H]2OCCCC[C@H](C)Oc3ccc(NC(=O)Nc4ccc5c(c4)OCO5)cc3C(=O)N([C@@H](C)CO)C[C@H]2C)cc1
  46	-1	-1.5	-1
CO[C@H]1CN(C)C(=O)c2cc(NC(=O)c3cccc(F)c3)ccc2OC[C@@H](C)N(CC2CC2)C[C@H]1C
  41	x	-1.9	33
C[C@H]1CN([C@@H](C)CO)C(=O)CCCn2cc(nn2)CO[C@H]1CN(C)S(=O)(=O)c1ccc(-n2cccn2)cc1
  x	-3	-1.5	45
Cc1ccc(S(=O)(=O)N[C@H]2CC[C@@H](CC(=O)NCCN3CCCCC3)O[C@@H]2CO)cc1
  10	-5	1.5	8
CCCC#Cc1ccc([C@H]2[C@H](CO)N3C(=O)CN(C(=O)Nc4cc(F)ccc4F)C[C@@H]23)cc1
  x	-2	-1.5	3
Cc1ccc(-c2cnc3c(c2)C(=O)N([C@@H](C)CO)C[C@@H](C)[C@@H](CN(C)CC2CCOCC2)O3)cc1
  24	6	-3.9	-2
Cc1ccccc1S(=O)(=O)N1[C@@H](C#N)[C@@H](c2ccc(C#CC3CCCC3)cc2)[C@@H]1CO
  x	18	-3.3	-71
O=C(C[C@@H]1C[C@@H]2c3cc(NC(=O)Nc4ccccc4)ccc3O[C@@H]2[C@@H](CO)O1)NCc1ccccn1
  -7	-1	-0.2	13
COc1ccc(S(=O)(=O)N(C)C[C@H]2Oc3ccc(NS(=O)(=O)c4ccccc4)cc3CC(=O)N([C@@H](C)CO)C[C@@H]2C)cc1
  25	-1	4.6	-5
CCC(=O)N1[C@@H]2Cn3c(ccc(C4=CCCCC4)c3=O)[C@H]1[C@@H](C(=O)N[C@H](C)c1ccccc1)[C@@H]2CO
  39	-6	2.6	-4
Cc1ccc(S(=O)(=O)N(C)C[C@@H]2OCCCC[C@H](C)Oc3ccc(N(C)C)cc3C(=O)N([C@@H](C)CO)C[C@@H]2C)cc1
  58	-2	1.1	-10
C[C@@H]1CN([C@@H](C)CO)C(=O)Cc2cc(NS(=O)(=O)c3cccs3)ccc2O[C@@H]1CN(C)S(=O)(=O)c1ccc(F)cc1
  58	28	-1.7	-9
C[C@H]1CN([C@@H](C)CO)C(=O)Cc2cc(NC(=O)CCCCCC(=O)Nc3ccccc3N)ccc2O[C@H]1CN(C)Cc1ccc(-c2ccccc2)cc1
  43	0	-3.4	-82*
COc1ccc(S(=O)(=O)N(C)C[C@H]2Oc3ccc(NC(=O)CCN4CCOCC4)cc3C(=O)N([C@@H](C)CO)C[C@H]2C)cc1
  -4	1	0.8	9
C[C@@H]1CN([C@H](C)CO)C(=O)Cc2cc(NC(=O)C3CC3)ccc2O[C@H]1CN(C)CC1CCCCC1
  -14	-1	-3.0	17
Cc1ccc(S(=O)(=O)N(C)C[C@@H]2Oc3ccc(NC(=O)NC4CCCCC4)cc3C(=O)N([C@H](C)CO)C[C@H]2C)cc1
  2	-11	2.1	-6
Cc1ccc(S(=O)(=O)N(C)C[C@@H]2Oc3ccc(NS(=O)(=O)c4c(C)noc4C)cc3CC(=O)N([C@H](C)CO)C[C@@H]2C)cc1
  6	14	-2.3	-48
CCCNC(=O)N1C[C@@H](C)[C@H](OC)CN(C)C(=O)c2ccc(NS(C)(=O)=O)cc2OC[C@H]1C
  -12	x	0.4	13
C/C=C/c1cnc2c(c1)C(=O)N([C@@H](C)CO)C[C@@H](C)[C@@H](CN(C)C(=O)Cc1ccccc1)O2
  11	3	-0.9	25
C[C@@H]1CN([C@@H](C)CO)C(=O)c2cccc(NC(=O)Nc3ccc(F)cc3)c2O[C@@H]1CN(C)CC1CCCCC1
  -2	23	3.4	-56
CC(C)NC(=O)Nc1ccc2c(c1)C(=O)N([C@@H](C)CO)C[C@H](C)[C@H](CN(C)C(=O)Cc1ccccc1)OCCCC[C@@H](C)O2
  0	-6	-1.5	-24
C[C@@H]1CN([C@H](C)CO)C(=O)c2cccc(NC(=O)CCCCCC(=O)Nc3ccccc3N)c2O[C@@H]1CN(C)C(=O)Nc1ccc2c(c1)OCO2
  x	-1	-1.0	-82*
COc1cccc(NC(=O)N2C[C@H](O)COC[C@H]3O[C@H](CC(=O)N(C)C)CC[C@@H]32)c1
  -3	6&-3	-0.3	x
C[C@H]1CN([C@@H](C)CO)C(=O)Cc2cc(NC(=O)Nc3ccccc3)ccc2O[C@H]1CN(C)S(=O)(=O)c1ccc(Cl)cc1
  22	12	6.3	-17
C[C@H](CO)N1C[C@H](C)[C@H](CN(C)C)Oc2ccc(NC(=O)Nc3ccc(F)cc3)cc2C1=O
  x	5	7.0	-3
CCC(=O)N(C)C[C@H]1Oc2cc(-c3cccnc3)ccc2S(=O)(=O)N([C@H](C)CO)C[C@@H]1C
  -33	0	-0.6	42
COc1cccc(-c2ccc3c(c2)O[C@@H](CN(C)C(=O)C2CC2)[C@H](C)CN([C@@H](C)CO)S3(=O)=O)c1
  72	x	-2.0	-54
COc1ccc(C#Cc2ccc([C@@H]3[C@H]4CN(C(=O)Nc5ccccc5F)CCCCN4[C@H]3CO)cc2)cc1
  49	-9	-1.6	-64
CCS(=O)(=O)N1CCCCN2[C@H](CO)[C@@H](c3ccc(-c4ccccc4F)cc3)[C@H]2C1
  84	-5	-0.5	-15

# Ordered by count of non-hydrogen atoms (ascending): 13 of the compounds above
# The line under a structure holds: Tcruzi prolif	C diff HTS	GASC1 inh	Pf Dd2 inh
CCS(=O)(=O)N1CCCCN2[C@H](CO)[C@@H](c3ccc(-c4ccccc4F)cc3)[C@H]2C1
  84	-5	-0.5	-15
Cc1ccccc1S(=O)(=O)N1[C@@H](C#N)[C@@H](c2ccc(C#CC3CCCC3)cc2)[C@@H]1CO
  x	18	-3.3	-71
C[C@H](CO)N1C[C@H](C)[C@H](CN(C)C)Oc2ccc(NC(=O)Nc3ccc(F)cc3)cc2C1=O
  x	5	7.0	-3
C[C@@H]1CN([C@H](C)CO)C(=O)Cc2cc(NC(=O)C3CC3)ccc2O[C@H]1CN(C)CC1CCCCC1
  -14	-1	-3.0	17
CCC(=O)N1[C@@H]2Cn3c(ccc(C4=CCCCC4)c3=O)[C@H]1[C@@H](C(=O)N[C@H](C)c1ccccc1)[C@@H]2CO
  39	-6	2.6	-4
COc1ccc(C#Cc2ccc([C@@H]3[C@H]4CN(C(=O)Nc5ccccc5F)CCCCN4[C@H]3CO)cc2)cc1
  49	-9	-1.6	-64
C[C@@H]1CN([C@@H](C)CO)C(=O)c2cccc(NC(=O)Nc3ccc(F)cc3)c2O[C@@H]1CN(C)CC1CCCCC1
  -2	23	3.4	-56
C[C@@H]1CN([C@@H](C)CO)C(=O)Cc2cc(NS(=O)(=O)c3cccs3)ccc2O[C@@H]1CN(C)S(=O)(=O)c1ccc(F)cc1
  58	28	-1.7	-9
C[C@H]1CN([C@@H](C)CO)C(=O)Cc2cc(NC(=O)Nc3ccccc3)ccc2O[C@H]1CN(C)S(=O)(=O)c1ccc(Cl)cc1
  22	12	6.3	-17
Cc1ccc(S(=O)(=O)N(C)C[C@@H]2Oc3ccc(NS(=O)(=O)c4c(C)noc4C)cc3CC(=O)N([C@H](C)CO)C[C@@H]2C)cc1
  6	14	-2.3	-48
CC(C)NC(=O)Nc1ccc2c(c1)C(=O)N([C@@H](C)CO)C[C@H](C)[C@H](CN(C)C(=O)Cc1ccccc1)OCCCC[C@@H](C)O2
  0	-6	-1.5	-24
C[C@@H]1CN([C@H](C)CO)C(=O)c2cccc(NC(=O)CCCCCC(=O)Nc3ccccc3N)c2O[C@@H]1CN(C)C(=O)Nc1ccc2c(c1)OCO2
  x	-1	-1.0	-82*
C[C@H]1CN([C@@H](C)CO)C(=O)Cc2cc(NC(=O)CCCCCC(=O)Nc3ccccc3N)ccc2O[C@H]1CN(C)Cc1ccc(-c2ccccc2)cc1
  43	0	-3.4	-82*
